Source: PubChem
NR2E3 ag-1 – NR2E3 (human) agonism; GST-NR2E3/biotin-RetCOR TR-FRET, 1536-well; Q9Y5X4; 320,000 tested, 0.12% active; inhibition of corepressor binding, % at 4.78 µM; AID 2300;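 active = percent inhibition above the cutoff of mean plus 3 SD of all tested compounds, set per screening campaign, cut at about 20% in these data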;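 note: 0% = DMSO wells and 100% = biotin wells as full block of FRET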
Target sequence (Q9Y5X4 whole entry, looked up): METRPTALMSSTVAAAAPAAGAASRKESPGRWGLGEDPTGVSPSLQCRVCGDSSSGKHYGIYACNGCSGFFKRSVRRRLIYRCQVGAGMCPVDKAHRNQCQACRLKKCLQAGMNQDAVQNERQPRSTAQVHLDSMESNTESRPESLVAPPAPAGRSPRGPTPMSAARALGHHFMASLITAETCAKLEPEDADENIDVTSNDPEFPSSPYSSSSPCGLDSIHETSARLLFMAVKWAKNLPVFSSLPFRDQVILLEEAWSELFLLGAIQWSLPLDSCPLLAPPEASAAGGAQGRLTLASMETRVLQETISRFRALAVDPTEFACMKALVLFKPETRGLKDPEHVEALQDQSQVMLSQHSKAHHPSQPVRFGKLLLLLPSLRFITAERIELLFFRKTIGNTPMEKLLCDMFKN
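Test system – NR2E3–RetCOR corepressor complex · Quantity – NR2E3 fusion 1.35 nM · Buffer or medium – Tris pH 7.5 · Incubation – Compound–protein incubation for 5 h at 4 °C · Technique – TR-FRET, Eu(K)-anti-GST donor, streptavidin-D2 acceptor, ex 340, em 617/671 nm · Evaluation – percent inhibition of 671/617 nm emission ratio versus biotin and DMSO controls · Plate – 1536-well format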
Peg3 prom inh – inhibitors of Peg3 promoter; HeLa PEG-Prom luciferase reporter, luminescence, overnight; inhibition, % at 20 µM; 360,000 tested, 1.7% active; AID 588405;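 active = inhibition of at least 50% at 20 µM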
iPSC survival up – hiPSC single-cell survival enhancement | ATPlite luminescence; 100% = ROCK inhibitor wells, 0% = DMSO | survival enhancement, % at 20 µM | 360,000 tested, 0.044% active; in the data active = survival enhancement above about 18%;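 note: cells exposed to compounds for 16 hours before the ATP read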
PDI turbidity – blocks human protein disulfide isomerase activity | PDI insulin aggregation turbidity, A650, 90 min | inhibition, % at 10 µM | 350,000 tested, 0.052% active | AID 588391;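 active = mean inhibition across replicates of 30% or more, whatever share of single replicates reach that level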;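 note: absorbance from insulin aggregation driven by PDI reduction with DTT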
Target sequence (P07237 whole entry, looked up): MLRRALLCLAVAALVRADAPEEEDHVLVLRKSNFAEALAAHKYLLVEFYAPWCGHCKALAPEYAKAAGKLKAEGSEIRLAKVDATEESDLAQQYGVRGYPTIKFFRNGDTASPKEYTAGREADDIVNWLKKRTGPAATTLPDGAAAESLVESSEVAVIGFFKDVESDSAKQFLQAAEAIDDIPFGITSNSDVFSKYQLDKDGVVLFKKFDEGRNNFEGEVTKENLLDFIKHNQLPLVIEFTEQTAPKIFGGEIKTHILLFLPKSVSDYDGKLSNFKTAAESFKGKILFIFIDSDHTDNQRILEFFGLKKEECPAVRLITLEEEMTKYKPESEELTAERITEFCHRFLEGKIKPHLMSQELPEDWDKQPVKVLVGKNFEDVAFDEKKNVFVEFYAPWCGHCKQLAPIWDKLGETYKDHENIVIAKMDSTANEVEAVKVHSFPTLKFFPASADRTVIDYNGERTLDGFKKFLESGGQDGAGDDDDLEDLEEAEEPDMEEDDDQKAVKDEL
NR2E3 ag-2 – human photoreceptor-specific nuclear receptor agonism; 360,000 tested, 0.35% active; Q9Y5X4; CHO-S Gal4-NCOR/VP16-NR2E3 two-hybrid, luciferase; AID 602229; inhibition of corepressor binding, % at 3.98 µM;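 active = inhibition above the mean of all tested compounds plus 3 SD, cut at about 70% in these data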;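 note: 0% = DMSO with NR2E3 transfected cells and 100% = cells lacking NR2E3 construct; higher means lower luciferase signal from less NR2E3 corepressor binding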
aDG glyco up – increases alpha dystroglycan glycosylation. Pro5-aDG cells, alpha-DG glycosylation AlphaScreen (IIH6); 0% Pro5, 100% B10-LARGE cell signal. activation, % at 10 µM. 360,000 tested, 0.22% active. AID 624168;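 active = activation of at least 8% versus controls, or a plate z-score of at least 8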;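 note: Pro5 are CHO cells carrying HIG-tagged alpha-DG that lacks glycosylation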
Exocytosis inh – lytic granule exocytosis inhibition. TALL-104 LAMP-1 surface exposure, flow cytometry; cells stimulated with thapsigargin and PMA. inhibition, % at 10 µM. 360,000 tested, 0.66% active. AID 651702;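 active = inhibition above about 55%, limit read from the data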
Vif imaging – inhibitors of HIV Vif; AID 602346; inhibition, % at 7.49 µM; HEK293T cells, Vif self-association by quenched fluorescence, imaging, 24 h; 340,000 tested, 0.35% active; in the data active = inhibition above about 50%, passing the limit was not always enough; note: some results filed as inactive read as strong as hits
HIF-2a block – inhibitors of HIF-2a | inhibition, % at 18.8 µM | 786-0 RCC cells HIF-2a reporter, luciferase luminescence, overnight | 360,000 tested, 0.72% active;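 active = inhibition of the luminescence signal of 40% or more relative to plate controls, in a single-dose primary screen at 18.75 µM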
TRPM1 prom inh – MITF TRPM1 promoter inhibition in SK-MEL-5 cells. inhibition, % at 12.5 µM. 330,000 tested, 0.83% active. SK-MEL-5 TRPM1 promoter luciferase, 24 h. AID 488899;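 active = mean inhibition across replicates of 60% or more, whatever share of single replicates reaches that level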; note: values of inactives mirror those of a sister screen read the other way
CaV13 ICDI inh – Disruptors of the CACNA1D IQ motif to Ca2+-dependent inactivation inhibitor domain association, primary screening, Förster resonance energy transfer in intact living …. HEK cells, CFP/YFP FRET ICDI-IQ, plate reader, 10 min; percent FRET-ratio fall versus neutral wells. inhibition, % at 12.3 µM. 340,000 tested, 0.098% active. AID 743397;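 active = mean replicate inhibition of at least 30% and at least 1% of replicates passing that level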;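 note: 0% = median of the neutral control wells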
An asterisk follows results filed as active; . = not tested or not shown.

SMILES	NR2E3 ag-1	Peg3 prom inh	iPSC survival up	PDI turbidity	NR2E3 ag-2	aDG glyco up	Exocytosis inh	Vif imaging	HIF-2a block	TRPM1 prom inh	CaV13 ICDI inh
Cc1ccc(C23CC4CC(CC(C(=O)NC(C)C(N)=O)(C4)C2)C3)cc1 (stereo unspecified)	-1	-4	-0.5	1	19	0.7	0	12	16	10	-12
O=C(CCN1C(=O)/C(=C/c2ccco2)SC1=S)Nc1ccc(O)cc1C(=O)O	.	12	-0.5	11	-14	0.0	-1	0	19	-12	-3
C=CCn1c(SC(C)C(=O)c2c(N)n(C)c(=O)n(C)c2=O)nnc1-c1ccoc1C (stereo unspecified)	-3	5	-0.4	0	-21	-0.1	-1	-4	12	-1	-18
O=C(CSc1nnc(-c2cccs2)n1-c1ccccc1)N1CCCC1	3	-2	1.2	-5	4	0.0	-1	15	1	5	-3
Cc1cc(Nc2cccc(Cl)c2)nc(-c2ccccc2O)n1	-1	20	0.0	15	7	0.1	56*	-11	9	13	-3
CS(=O)(=O)N(CC(=O)NCC1CCCO1)c1ccc(F)c(Cl)c1 (stereo unspecified)	3	2	-1.0	7	-26	0.0	0	-9	15	1	-5
C=CCNC(=O)N1CCc2[nH]c3ccc(F)cc3c2C1	3	-6	-0.5	11	-5	-0.2	-10	-4	-1	-6	-7
CCOC(=O)C1CCCN(C(=O)CSCc2ccccc2)C1 (stereo unspecified)	3	-117	1.5	1	5	0.0	2	.	-7	-64	-4
Cc1ccc(S(=O)(=O)Nc2cccc3cccnc23)c([N+](=O)[O-])c1	1	103*	-0.2	14	76*	1.1	5	1	57*	88*	-4
O=C(Nc1ccc2c(c1)OCO2)c1noc2c1CCCC2	1	-223	-0.6	-5	-126	-0.2	-18	18	-153	-3	-7
CN(C(=O)CC1C(=O)NCCN1Cc1ccc2ccccc2c1)C1CCOCC1 (stereo unspecified)	3	-1	-0.3	-6	-9	0.0	1	-4	14	-1	-6
CCCn1c(=O)c2sccc2n2c(CCCC(=O)NCC3CCCO3)nnc12 (stereo unspecified)	0	8	-0.4	11	-20	0.0	-4	3	10	3	-15
Cc1cccc(NC(=O)NC2CC(=O)N(c3ccc4c(c3)OCCO4)C2)n1 (stereo unspecified)	2	10	0.3	0	2	0.0	3	-5	11	-8	2
Cc1ccc(N2C(=O)CC(SCC(=O)Nc3ccc(S(N)(=O)=O)cc3)C2=O)cc1 (stereo unspecified)	1	9	0.5	-3	-12	0.0	9	5	8	0	-7
O=C1NC(=S)S/C1=C\c1ccc(SCc2ccco2)o1	19	-71	2.9	-14	-42	0.7	-11	-2	-12	10	.
COC(CNC(=O)CNC(=S)N(Cc1ccccc1)Cc1cccnc1)OC	-1	20	0.1	-3	-26	0.1	2	4	17	-5	13
Cc1cc(S(=O)(=O)N2CCCC2)ccc1OCC(=O)NCc1ccccc1	2	20	-0.2	2	-38	0.3	1	.	6	-6	.
CCOc1ccc(-n2ccnc2)nn1	0	-11	0.4	-8	5	0.3	3	-3	15	-4	-1
Cc1ccc(SCC(=O)Nc2ccc(-c3nc4ccccc4[nH]3)cc2)cc1	-2	-21	-1.3	-20	-75	0.2	10	.	-19	12	-4
O=C(/C=C/c1ccccc1)NC(NC(=S)Nc1cccc(Cl)c1)C(Cl)(Cl)Cl (stereo unspecified)	1	79*	-4.4	2	4	1.6	0	-18	32	20	-8

Taken from the entries so far for reference:
SMILES	NR2E3 ag-1	Peg3 prom inh	iPSC survival up	PDI turbidity	NR2E3 ag-2	aDG glyco up	Exocytosis inh	Vif imaging	HIF-2a block	TRPM1 prom inh	CaV13 ICDI inh
CS(=O)(=O)N(CC(=O)NCC1CCCO1)c1ccc(F)c(Cl)c1 (stereo unspecified)	3	2	-1.0	7	-26	0.0	0	-9	15	1	-5
C=CCNC(=O)N1CCc2[nH]c3ccc(F)cc3c2C1	3	-6	-0.5	11	-5	-0.2	-10	-4	-1	-6	-7
CCOC(=O)C1CCCN(C(=O)CSCc2ccccc2)C1 (stereo unspecified)	3	-117	1.5	1	5	0.0	2	.	-7	-64	-4
Cc1ccc(S(=O)(=O)Nc2cccc3cccnc23)c([N+](=O)[O-])c1	1	103*	-0.2	14	76*	1.1	5	1	57*	88*	-4
O=C(Nc1ccc2c(c1)OCO2)c1noc2c1CCCC2	1	-223	-0.6	-5	-126	-0.2	-18	18	-153	-3	-7
CN(C(=O)CC1C(=O)NCCN1Cc1ccc2ccccc2c1)C1CCOCC1 (stereo unspecified)	3	-1	-0.3	-6	-9	0.0	1	-4	14	-1	-6
CCCn1c(=O)c2sccc2n2c(CCCC(=O)NCC3CCCO3)nnc12 (stereo unspecified)	0	8	-0.4	11	-20	0.0	-4	3	10	3	-15
Cc1cccc(NC(=O)NC2CC(=O)N(c3ccc4c(c3)OCCO4)C2)n1 (stereo unspecified)	2	10	0.3	0	2	0.0	3	-5	11	-8	2
Cc1ccc(N2C(=O)CC(SCC(=O)Nc3ccc(S(N)(=O)=O)cc3)C2=O)cc1 (stereo unspecified)	1	9	0.5	-3	-12	0.0	9	5	8	0	-7
O=C1NC(=S)S/C1=C\c1ccc(SCc2ccco2)o1	19	-71	2.9	-14	-42	0.7	-11	-2	-12	10	.
COC(CNC(=O)CNC(=S)N(Cc1ccccc1)Cc1cccnc1)OC	-1	20	0.1	-3	-26	0.1	2	4	17	-5	13
Cc1cc(S(=O)(=O)N2CCCC2)ccc1OCC(=O)NCc1ccccc1	2	20	-0.2	2	-38	0.3	1	.	6	-6	.
CCOc1ccc(-n2ccnc2)nn1	0	-11	0.4	-8	5	0.3	3	-3	15	-4	-1
Cc1ccc(SCC(=O)Nc2ccc(-c3nc4ccccc4[nH]3)cc2)cc1	-2	-21	-1.3	-20	-75	0.2	10	.	-19	12	-4

Additional records follow.
SMILES	NR2E3 ag-1	Peg3 prom inh	iPSC survival up	PDI turbidity	NR2E3 ag-2	aDG glyco up	Exocytosis inh	Vif imaging	HIF-2a block	TRPM1 prom inh	CaV13 ICDI inh
CCOC(=O)c1cc(CC)sc1NC(=O)CSc1nc2ccccc2c(=O)n1Cc1ccco1	0	15	1.0	3	-34	-0.3	2	-1	9	13	-2
CC(=O)Nc1ccc(C(=O)CSc2nc3ccc(C)cc3[nH]2)cc1	-2	-78	-1.3	5	-32	0.0	7	-11	-59	0	-9
O=[N+]([O-])c1ccc(NC2CCN(Cc3ccccc3)CC2)c([N+](=O)[O-])c1	3	3	-0.8	-9	-3	0.0	8	-2	10	-9	-3
COc1cccc(CNC(=O)CSc2nc3c(oc4ccccc43)c(=O)n2CC2CCCO2)c1 (stereo unspecified)	-1	13	-0.3	-1	-1	0.1	5	1	1	9	-7
CCOC(=O)c1cnc2c(C)cc(C)cc2c1Nc1ccc(S(=O)(=O)Nc2ncccn2)cc1	-5	17	2.9	-4	11	0.0	-2	11	19	0	-3
CNC(=S)NNC(=O)c1ccc(N(C)C)cc1	1	-28	-0.3	-12	-25	-0.1	15	2	-48	-11	-5
CC(C)CN1C(=S)SC(C)(C)C1n1oc(=O)n(-c2ccccc2)c1=O (stereo unspecified)	8	12	-2.3	-9	-24	0.7	14	-3	6	-12	-4
CC(C)CN1C(=O)C(=O)N(CC(=O)N2CCN(c3ccccc3)CC2)C1=O	-2	6	0.2	4	6	-0.1	2	7	7	0	-6
COc1cc(C(=O)NCCC(=O)NC2CCCc3ccccc32)cc(OC)c1OC (stereo unspecified)	-2	10	0.8	8	-39	0.0	-4	-9	1	2	-3
C=CCOc1ccc(/C=C/C(=O)OCC(=O)NC2CCCCCC2)cc1	0	-2	0.4	-4	5	-0.1	0	4	6	10	.
O=C(Nc1ccncc1)c1cc(S(=O)(=O)N2CCCCC2)ccc1Cl	-3	-8	5.9	-3	15	0.6	-12	1	24	6	-2
Cc1ccc(CNC(=O)c2[nH]c(C(F)(F)F)nc2-c2ccccc2)cc1	.	19	-1.7	.	24	0.1	-3	0	15	.	-5
O=C(NCCCN1CCCC1=O)c1ccc(OCc2ccccc2)cc1	-1	-19	0.8	0	-15	0.0	-2	1	-40	-10	-4
CCNc1ccc(Br)cc(C(=O)/C=C/c2ccc3c(c2)OCO3)c1=O	-4	5	-1.1	-7	-42	-0.3	9	.	5	4	.
CC(C)C1=Nc2cccc3cccc(c23)N1	-3	10	1.5	2	-2	-0.2	3	-1	25	4	-5
CC1CCCCN1C(=S)NC(=O)c1ccco1 (stereo unspecified)	3	-4	-0.3	12	-16	-0.4	-3	11	-9	1	-2
Cc1cccc2cc(CN(CCN(C)C)C(=S)Nc3ccccc3)c(=O)[nH]c12	2	7	0.6	4	16	-0.2	5	9	4	-14	-2
Cc1ccc(C(=O)Nc2nnc(C3CCCCC3)s2)o1	0	-168	-1.9	-18	-112	-0.3	-3	-2	-186	-53	-6
CC(C)(C)NC(=O)C(c1ccccn1)N(C(=O)c1ccc2c(c1)OCCO2)C1CCCC1 (stereo unspecified)	-1	-2	3.2	6	-7	-0.2	-1	.	0	6	0
N=C1C(=O)NC(=O)C1c1ccccc1 (stereo unspecified)	.	-7	-0.6	-29	-15	0.1	-6	17	6	-7	-5
CCC(=O)N1CCc2cc(S(=O)(=O)NCCC(=O)N3CCN(c4ccccn4)CC3)ccc21	-1	26	0.0	-12	5	0.5	9	0	27	8	-3
O=C(Nc1cc(C(F)(F)F)cc(C(F)(F)F)c1)c1ccc(Cn2cc(C(F)(F)F)ccc2=O)cc1	2	6	1.6	2	5	3.9	4	-2	7	6	-6
COc1ccc(/C=N/NC(=O)CNS(=O)(=O)c2ccccc2)cc1	7	11	-0.3	-9	-13	-0.1	4	2	3	.	-5
CC(=O)/C(=C/Nc1ccc(Oc2ccccc2)cc1)c1ccccc1	1	-11	-3.4	-5	12	-0.3	0	2	-11	0	-1
CCCn1c(-c2cc(OC)c(OC)c(OC)c2)nc2c1c(=O)[nH]c(=O)n2Cc1ccccc1	0	6	0.1	5	-7	-0.1	-4	3	25	4	-3
CN(C)C=Nc1c(Br)cc(Br)c2nonc12	1	-16	-3.0	-10	-10	0.2	2	70*	-19	-17	-18
CCOC(=O)c1[nH]c2ccc(OC)cc2c1NC(=S)N1CCN(c2cccc(C)c2C)CC1	-5	34	2.6	-23	-28	0.0	-2	-1	-20	24	-3
